High-throughput results deposited in PubChem BioAssay by several laboratories.
hcDAF-12 act: H. contortus DAF-12 activation, primary screen | HEK293 hcDAF-12 lit1-tk-luc reporter, luminescence; 0% DMSO, 100% Δ7-dafachronic acid | activation, % at 6.8 µM | hit rate 1.4% among 370,000;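 active = activation above the mean of all tested compounds plus 3 SD, cut at about 5.5% in these data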;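 note: 100% = response to 3 µM Δ7-dafachronic acid high control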
PLCb3 inh: inhibitors of human phospholipase C beta3. inhibition, % at 12.2 µM. Q01970. hit rate 0.18% among 370,000. Purified PLC-beta3, fluorogenic substrate, fluorescence; in the data active = inhibition above about 11%;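 note: 0% = median of compound wells on plate and 100% = full blocker control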
Target sequence (Q01970 whole entry, looked up): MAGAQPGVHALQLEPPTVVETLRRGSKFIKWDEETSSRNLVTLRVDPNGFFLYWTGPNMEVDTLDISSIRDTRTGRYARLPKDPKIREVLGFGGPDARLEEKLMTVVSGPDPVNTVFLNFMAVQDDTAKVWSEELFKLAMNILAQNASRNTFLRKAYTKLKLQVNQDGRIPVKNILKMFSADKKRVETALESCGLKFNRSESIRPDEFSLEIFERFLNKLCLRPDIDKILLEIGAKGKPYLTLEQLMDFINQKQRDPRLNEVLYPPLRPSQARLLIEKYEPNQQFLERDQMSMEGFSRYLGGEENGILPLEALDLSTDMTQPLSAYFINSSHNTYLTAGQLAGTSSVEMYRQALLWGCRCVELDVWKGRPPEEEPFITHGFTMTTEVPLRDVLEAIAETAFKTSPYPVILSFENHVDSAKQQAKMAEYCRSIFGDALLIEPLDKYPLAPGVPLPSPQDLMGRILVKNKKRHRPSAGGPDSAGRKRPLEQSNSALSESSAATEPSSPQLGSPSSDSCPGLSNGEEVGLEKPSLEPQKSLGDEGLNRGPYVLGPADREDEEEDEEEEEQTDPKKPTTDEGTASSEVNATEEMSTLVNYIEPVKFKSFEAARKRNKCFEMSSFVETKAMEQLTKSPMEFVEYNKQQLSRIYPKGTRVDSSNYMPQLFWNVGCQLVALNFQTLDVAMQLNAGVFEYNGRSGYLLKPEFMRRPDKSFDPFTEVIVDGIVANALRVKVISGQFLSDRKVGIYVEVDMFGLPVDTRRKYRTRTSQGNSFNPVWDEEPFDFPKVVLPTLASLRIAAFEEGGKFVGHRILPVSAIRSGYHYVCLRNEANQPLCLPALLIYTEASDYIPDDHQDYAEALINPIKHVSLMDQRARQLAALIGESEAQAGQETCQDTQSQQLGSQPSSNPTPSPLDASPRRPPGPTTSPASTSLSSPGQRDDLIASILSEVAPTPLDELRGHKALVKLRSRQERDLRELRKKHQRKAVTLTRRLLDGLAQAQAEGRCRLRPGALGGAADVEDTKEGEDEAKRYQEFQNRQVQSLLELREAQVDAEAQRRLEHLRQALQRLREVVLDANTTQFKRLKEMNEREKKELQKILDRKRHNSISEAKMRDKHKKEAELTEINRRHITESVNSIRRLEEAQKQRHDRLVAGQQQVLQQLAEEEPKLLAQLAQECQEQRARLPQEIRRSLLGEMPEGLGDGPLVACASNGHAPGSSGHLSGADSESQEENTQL
sPLA2-III inh: Blocks human group III sPLA2 activity. Q9NZ20. QFRET BODIPY PC-A2 liposome hydrolysis, fluorescence. inhibition, % at 12.2 µM. hit rate 0.56% among 370,000. AID 743126;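 active = inhibition above mean plus 3 SD of compounds lying within the high and low control bounds, cut at about 19% in these data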;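 note: 0% = median of test compound wells and 100% = no enzyme DMSO wells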
NR1D1 modulator: modulates human Rev-erb alpha binding to DNA | activity, % at 10 µM | AID 1259318 | P20393 | Rev-erbα–FITC-DNA binding, fluorescence polarization, 90 min | hit rate 0.79% among 370,000;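 active = activity above about 14%, limit read from the data; passing the limit was not always enough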;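 note: 0% = DMSO wells with 35 nM protein and 100% = DMSO wells with 750 nM protein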
hgDAF-12 ag: agonists of H. glycines DAF-12 nuclear receptor; AID 687014; HEK293 GAL4-hgDAF12 UAS-luciferase reporter, agonist luminescence; normalized to butyrate control; activation, % at 6.8 µM; hit rate 1.8% among 370,000;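 active = activation above a cutoff set at the mean of all screened compounds plus 3 SD, cut at about 10% in these data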;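 note: 0% = DMSO wells and 100% = sodium butyrate wells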
ssDAF12 agonist: S. stercoralis DAF-12 activation, primary screen. activation, % at 6.8 µM. hit rate 1% among 370,000. HEK293 ssDAF-12/GRIP1 lit1-tk-luc reporter, luminescence; % of 3 µM dafachronic acid response;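 active = activation above the mean over all tested compounds plus 3 SD, cut at about 0.9% in these data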;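 note: 0% = DMSO-only wells and 100% = 3 µM delta7-dafachronic acid wells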
SMARCA2 act: increases SMARCA2 function in MMTV reporter cells; MG213 cells, MMTV-luciferase reporter, dexamethasone, overnight; activation, % at 9.1 µM; hit rate 1% among 370,000; in the data active = activation above about 7.8%;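 note: 0% = vehicle wells and 100% = reference activator wells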
DAX1 inh-1: blocks DAX1 repression of SF-1 activated StAR promoter | hit rate 1.1% among 370,000 | HEK293T StAR-luciferase reporter, SF-1/DAX-1 repression relief | AID 652010 | inhibition, % at 6.8 µM;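 active = inhibition above the mean over all tested compounds plus 3 SD, cut at about 3.6% in these data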;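 note: 0% = DAX-1 cells with DMSO and 100% = cells lacking DAX-1 with DMSO; higher inhibition means more luminescence from relief of DAX-1 repression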
PG9 binder: small molecules binding HIV-1 gp120 antibody PG9. inhibition, % at 6.7 µM. hit rate 0.43% among 360,000. TR-FRET gp120-PG9 antibody binding; in the data active = inhibition above about 8.5%
DAX1 inh-2: inhibits human nuclear receptor DAX1 | AID 504766 | inhibition, % at 6.75 µM | hit rate 0.99% among 340,000 | P51843 | HEK293 Gal4-DAX1 luciferase reporter, luminescence;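 active = inhibition above the mean over all tested compounds plus 3 SD, cut at about 4.2% in these data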;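 note: 0% = DAX1-transfected cells with DMSO and 100% = empty-vector control cells with DMSO; inhibition shows as a rise in luminescence from relieved DAX1 repression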
GAA850 FXN act: frataxin GAA850 promoter activation. hit rate 0.56% among 360,000. activation, % at 6 µM. HEK293 lucGAA850 FXN promoter luciferase reporter, 24 h; percent of 10 µM SAHA response;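 active = activation above the average of all compounds screened plus 3 SD, cutoff fixed separately per campaign, cut at about 7.5% in these data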;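 note: 0% = DMSO wells and 100% = 10 µM SAHA wells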
The depositor's hits bear a star.

How did CC(C)c1nnc(NC(=O)C2CCCN2C(=O)Nc2ccccc2)s1 (stereo not given) do in these assays?
hcDAF-12 act: -0.4; PLCb3 inh: -8; sPLA2-III inh: 1; NR1D1 modulator: 1; hgDAF-12 ag: -0.1; ssDAF12 agonist: -1.3; SMARCA2 act: 0; DAX1 inh-1: -0.1; PG9 binder: -0.4; DAX1 inh-2: 0.2; GAA850 FXN act: 0.7

What do the screens show for `O=C(C1CCCN(S(=O)(=O)Cc2ccccc2)C1)N1CCc2ccccc21` (stereo not given)?
hcDAF-12 act: 2.4; PLCb3 inh: -2; sPLA2-III inh: -6; NR1D1 modulator: -6; hgDAF-12 ag: 2.8; ssDAF12 agonist: -0.2; SMARCA2 act: -8; DAX1 inh-1: -0.5; PG9 binder: 0.1; DAX1 inh-2: -0.9; GAA850 FXN act: 0.1

How did CCOc1ccc(NC(=O)CN(C)C(=O)c2cccnc2Sc2ccccc2Cl)cc1OCC do in these assays?
hcDAF-12 act: -0.8; PLCb3 inh: -8; sPLA2-III inh: -7; NR1D1 modulator: -2; hgDAF-12 ag: -2.0; ssDAF12 agonist: -0.8; SMARCA2 act: 0; DAX1 inh-1: 0.7; PG9 binder: -0.3; DAX1 inh-2: 1.1; GAA850 FXN act: -1.0

How did CN(C(=O)c1cccc(NC(=O)Cc2cccc(NC(=O)C3CCN(C(=O)C4CCCCC4)CC3)c2)c1)C1CCC1 do in these assays?
hcDAF-12 act: 0.6; PLCb3 inh: 4; sPLA2-III inh: -7; NR1D1 modulator: 3; hgDAF-12 ag: 0.1; ssDAF12 agonist: -1.5; SMARCA2 act: -6; DAX1 inh-1: -1.7; PG9 binder: -1.3; DAX1 inh-2: -1.5; GAA850 FXN act: -0.7

Results for CCCCCOC(=O)Nc1nc(=O)n([C@@H]2O[C@H](C)[C@@H](O)[C@H]2O)cc1F ?
hcDAF-12 act: -1.3; PLCb3 inh: -5; sPLA2-III inh: 9; NR1D1 modulator: -11; hgDAF-12 ag: 0.7; ssDAF12 agonist: -1.6; SMARCA2 act: -2; DAX1 inh-1: -1.7

How did COc1ccccc1CNC(=O)CCCc1cn(C)c2ccccc12 do in these assays?
hcDAF-12 act: -1.2; PLCb3 inh: -4; sPLA2-III inh: 11; NR1D1 modulator: -2; hgDAF-12 ag: -2.4; ssDAF12 agonist: -1.6; SMARCA2 act: 1; DAX1 inh-1: 0.1; PG9 binder: -0.3; DAX1 inh-2: 1.1; GAA850 FXN act: -0.4

Results for O=C(CSc1nnc(-c2ccc(O)cc2)n1-c1ccccc1)CC(=O)Nc1ccccc1 ?
hcDAF-12 act: -0.4; PLCb3 inh: -6; sPLA2-III inh: -36; NR1D1 modulator: 3; hgDAF-12 ag: -0.7; ssDAF12 agonist: -1.7; SMARCA2 act: -3; DAX1 inh-1: 0.2; PG9 binder: -1.7; DAX1 inh-2: -1.8; GAA850 FXN act: -1.3

Results for Cc1ccc(S(=O)(=O)NCC(=O)NCc2ccncc2)cc1 ?
hcDAF-12 act: 1.6; PLCb3 inh: 0; sPLA2-III inh: -1; NR1D1 modulator: 1; hgDAF-12 ag: 1.2; ssDAF12 agonist: -1.6; SMARCA2 act: 2; DAX1 inh-1: -0.8; PG9 binder: -2.1; DAX1 inh-2: 1.0; GAA850 FXN act: 0.6

How did CCOC(=O)C1CCN(Cc2cn(C)nc2-c2ccc(Oc3ccccc3)cc2)CC1 do in these assays?
hcDAF-12 act: -0.3; PLCb3 inh: -4; sPLA2-III inh: -5; NR1D1 modulator: 0; hgDAF-12 ag: 0.8; ssDAF12 agonist: -0.6; SMARCA2 act: 2; DAX1 inh-1: 0.1; PG9 binder: 1.2; DAX1 inh-2: 0.4; GAA850 FXN act: -0.2

Results for O=C(NCCN1CCCCC1)Nc1ccc(F)cc1 ?
hcDAF-12 act: -0.2; PLCb3 inh: -9; sPLA2-III inh: 5; NR1D1 modulator: 1; hgDAF-12 ag: -2.7; ssDAF12 agonist: -1.1; SMARCA2 act: -4; DAX1 inh-1: -0.4; PG9 binder: -0.2; DAX1 inh-2: 0.5; GAA850 FXN act: 1.0

How did CC1(c2ccccc2Cl)NC(=O)N(CC(=O)NCCC2=CCCCC2)C1=O (stereo not given) do in these assays?
hcDAF-12 act: -0.2; PLCb3 inh: -9; sPLA2-III inh: -1; NR1D1 modulator: -3; hgDAF-12 ag: 2.1; ssDAF12 agonist: -0.6; SMARCA2 act: -1; DAX1 inh-1: 0.6; PG9 binder: 0.8; DAX1 inh-2: 1.6; GAA850 FXN act: -0.7

How did COc1ccccc1C(=O)N1CCC(N2CCN(c3ccccc3)CC2)CC1 do in these assays?
hcDAF-12 act: -1.2; PLCb3 inh: -6; sPLA2-III inh: 1; NR1D1 modulator: -2; hgDAF-12 ag: -1.4; ssDAF12 agonist: -1.4; SMARCA2 act: -11; DAX1 inh-1: 0.0; PG9 binder: -2.4; DAX1 inh-2: 0.0; GAA850 FXN act: -1.2

Nothing new here: entries from further up.
Results for Cc1ccc(S(=O)(=O)NCC(=O)NCc2ccncc2)cc1 ?
hcDAF-12 act: 1.6; PLCb3 inh: 0; sPLA2-III inh: -1; NR1D1 modulator: 1; hgDAF-12 ag: 1.2; ssDAF12 agonist: -1.6; SMARCA2 act: 2; DAX1 inh-1: -0.8; PG9 binder: -2.1; DAX1 inh-2: 1.0; GAA850 FXN act: 0.6

How did CCOC(=O)C1CCN(Cc2cn(C)nc2-c2ccc(Oc3ccccc3)cc2)CC1 do in these assays?
hcDAF-12 act: -0.3; PLCb3 inh: -4; sPLA2-III inh: -5; NR1D1 modulator: 0; hgDAF-12 ag: 0.8; ssDAF12 agonist: -0.6; SMARCA2 act: 2; DAX1 inh-1: 0.1; PG9 binder: 1.2; DAX1 inh-2: 0.4; GAA850 FXN act: -0.2

Next section.
Results for COc1cccc(NS(=O)(=O)c2c(C)nc3sccn3c2=O)c1 ?
hcDAF-12 act: -1.2; PLCb3 inh: -2; sPLA2-III inh: 2; NR1D1 modulator: -1; hgDAF-12 ag: 4.3; ssDAF12 agonist: -1.7; SMARCA2 act: -4; DAX1 inh-1: 0.9; PG9 binder: -0.1; DAX1 inh-2: -0.2; GAA850 FXN act: 3.8

What do the screens show for `COc1ccc(-n2c(C)c(C(C)=O)c3cc(OC(C)=O)ccc32)cc1`?
hcDAF-12 act: -3.4; PLCb3 inh: 0; sPLA2-III inh: 3; NR1D1 modulator: 2; hgDAF-12 ag: 5.7; ssDAF12 agonist: -1.6; SMARCA2 act: -3; DAX1 inh-1: -0.2; PG9 binder: 0.5; DAX1 inh-2: -1.3; GAA850 FXN act: -5.3

What do the screens show for `O=C1NC(CCc2ccccc2)C(=O)N1CCOc1ccccc1` (stereo not given)?
hcDAF-12 act: -1.1; PLCb3 inh: -8; sPLA2-III inh: -6; NR1D1 modulator: -1; hgDAF-12 ag: -0.4; ssDAF12 agonist: -0.3; SMARCA2 act: 1; DAX1 inh-1: 0.9; PG9 binder: -2.2; DAX1 inh-2: -0.9; GAA850 FXN act: 0.3

What do the screens show for `COc1ccc(OC(C)=O)c(C2c3cc(OC)c(OC)cc3CCN2C(C)=O)c1` (stereo not given)?
hcDAF-12 act: 0.8; PLCb3 inh: 4; sPLA2-III inh: 4; NR1D1 modulator: -1; hgDAF-12 ag: 1.2; ssDAF12 agonist: -0.9; SMARCA2 act: 7; DAX1 inh-1: 0.3; PG9 binder: -0.6; DAX1 inh-2: -0.1; GAA850 FXN act: 0.7

How did Cc1ccc(NC(=O)C2CCCN(c3ncccn3)C2)cc1F (stereo not given) do in these assays?
hcDAF-12 act: 1.6; PLCb3 inh: -11; sPLA2-III inh: 6; NR1D1 modulator: -3; hgDAF-12 ag: 12*; ssDAF12 agonist: 0.8; SMARCA2 act: 6; DAX1 inh-1: 3.2; PG9 binder: -2.5; DAX1 inh-2: 1.3; GAA850 FXN act: 7.6*

What do the screens show for `COc1ccc(CCN(Cc2cccs2)S(=O)(=O)c2ccc(C)s2)cc1OC`?
hcDAF-12 act: -1.5; PLCb3 inh: -3; sPLA2-III inh: -5; NR1D1 modulator: 1; hgDAF-12 ag: 0.4; ssDAF12 agonist: -1.6; SMARCA2 act: -7; DAX1 inh-1: -3.2

Results for CCN(CC(=O)Nc1cccc(C(C)=O)c1)S(=O)(=O)c1ccc(OC)cc1 ?
hcDAF-12 act: -2.2; PLCb3 inh: 0; sPLA2-III inh: -3; NR1D1 modulator: 2; hgDAF-12 ag: -1.0; ssDAF12 agonist: -1.1; SMARCA2 act: -1; DAX1 inh-1: -0.2; PG9 binder: 0.7; DAX1 inh-2: 0.9; GAA850 FXN act: 0.0

How did CNc1ncnc2c1ncn2[C@H]1CN(Cc2cccc3ccccc23)C[C@@H](CO)O1 do in these assays?
hcDAF-12 act: -2.4; PLCb3 inh: 1; sPLA2-III inh: 0; NR1D1 modulator: -3; hgDAF-12 ag: -1.8; ssDAF12 agonist: -2.0; SMARCA2 act: 0; DAX1 inh-1: -0.9; PG9 binder: -0.4; GAA850 FXN act: -0.8

What do the screens show for `O=C(N[C@@H](Cc1c[nH]c2ccccc12)C(=O)O)c1ccccc1Cl`?
hcDAF-12 act: 2.3; PLCb3 inh: -8; sPLA2-III inh: -18; NR1D1 modulator: 2; hgDAF-12 ag: 2.5; ssDAF12 agonist: 0.0; SMARCA2 act: -2; DAX1 inh-1: -0.7; PG9 binder: -0.9; DAX1 inh-2: 2.0; GAA850 FXN act: 0.7

Results for NC(=O)c1ccccc1NC(=O)/C=C/c1cccc(Cl)c1 ?
hcDAF-12 act: 2.4; PLCb3 inh: -6; sPLA2-III inh: -5; NR1D1 modulator: 0; hgDAF-12 ag: 7.6; ssDAF12 agonist: -1.1; SMARCA2 act: 5; DAX1 inh-1: 0.8; PG9 binder: 2.7; DAX1 inh-2: 0.6; GAA850 FXN act: 3.0

What do the screens show for `CC(=NNc1nc2ccccc2s1)c1ncccn1`?
hcDAF-12 act: 11*; PLCb3 inh: -3; sPLA2-III inh: -4; NR1D1 modulator: -6; hgDAF-12 ag: 12*; ssDAF12 agonist: -0.1; SMARCA2 act: 3; DAX1 inh-1: -1.5; PG9 binder: 0.3; DAX1 inh-2: -3.9; GAA850 FXN act: -14

What do the screens show for `O=C1CSC(c2ccccc2)N1Nc1nc(N2CCOCC2)nc(N2CCOCC2)n1` (stereo not given)?
hcDAF-12 act: -1.3; PLCb3 inh: 1; sPLA2-III inh: -1; NR1D1 modulator: 22*; hgDAF-12 ag: 1.1; ssDAF12 agonist: -1.3; SMARCA2 act: -1; DAX1 inh-1: -0.1; PG9 binder: -1.5; DAX1 inh-2: 1.0; GAA850 FXN act: 2.3

What do the screens show for `CCOC(=O)C1CCN(C2=NC(=O)/C(=C/c3ccccc3OC)S2)CC1`?
hcDAF-12 act: -1.8; PLCb3 inh: -21; sPLA2-III inh: -3; NR1D1 modulator: -6; hgDAF-12 ag: -2.1; ssDAF12 agonist: -1.1; SMARCA2 act: -3; DAX1 inh-1: -0.3; PG9 binder: -1.9; DAX1 inh-2: -1.4; GAA850 FXN act: 0.1

How did Cc1cc(Br)ccc1NC(=O)CN1C(=O)C2C3CC(c4ccccc4)C(C3)C2C1=O (stereo not given) do in these assays?
hcDAF-12 act: 0.7; PLCb3 inh: 0; sPLA2-III inh: -25; NR1D1 modulator: 4; hgDAF-12 ag: -2.7; ssDAF12 agonist: -1.1; SMARCA2 act: -5; DAX1 inh-1: -1.9; PG9 binder: -2.3; DAX1 inh-2: -1.4; GAA850 FXN act: -3.3
